SENP6 inh – SENP6 protease inhibitors, primary screen, biochemical, luminescence, uHTS; 1.8% of 330,000 active; inhibition, % at 10 µM; Recombinant SENP6 catalytic domain, aminoluciferin luminescence; AID 2599, 2010;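 active = inhibition above about 50% at the single tested dose, limit read from the data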;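 note: plate controls were DMSO wells with enzyme for no effect and DMSO wells lacking enzyme for full effect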
HKDC1 inhibitor – HKDC1 hexokinase inhibitors, primary screen, biochemical, fluorescence, uHTS; inhibition, % at 20 µM; 0.16% of 340,000 active; recombinant HKDC1, G6PDH/diaphorase resazurin coupled fluorescence; Q2TB90;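 active = inhibition above about 35% when tested at 20 µM, limit read from the data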;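 note: plate controls were DMSO wells with enzyme for no effect and DMSO wells lacking enzyme for full effect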
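Test system: recombinant HKDC1 (HK5) hexokinase enzyme, produced in-house / Doses: 20 µM test compound, 1% DMSO / Timing: 90 min, room temperature / Detection: G6PDH/diaphorase-coupled fluorescence, 1 mM NADP, 100 µM resazurin, 525/613 nm / Control set: DMSO wells with and without enzyme mix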
SENP8 block-1 – human SENP8 protease inhibitors, primary screen, biochemical, fluorescence, Nedd8 protein substrate, uHTS. AID 602440, 2012. 0.64% of 360,000 active. inhibition, % at 20 µM. recombinant SENP8; in the data active = inhibition mostly above about 40%, no sharp cut-off; inactive = mostly below about 27%
SENP8 block-2 – SENP8 protease inhibitors, primary screen, biochemical, luminescence | inhibition, % at 10 µM | AID 2540, 2010 | purified SENP8, Z-RLRGG-aminoluciferin cleavage | 1.2% of 330,000 active | Sentrin-specific protease 8 (Homo sapiens), Q96LD8; in the data active = inhibition above about 50%
PfG6PD inh – PfG6PD enzyme inhibitors, primary screen, biochemical, fluorescence intensity, uHTS; glucose-6-phosphate dehydrogenase-6-phosphogluconolactonase (Plasmodium falciparum 3D7); PfGluPho enzyme, NADPH resazurin-diaphorase fluorescence; inhibition, % at 20 µM; 0.78% of 350,000 active;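 active = inhibition reaching at least a set limit at 20 µM in the primary screen, cut at about 59% in these data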;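 note: 0% = DMSO wells with substrate and 100% = DMSO wells lacking glucose-6-phosphate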
Apaf-1 inh – inhibitors of human Apaf-1 apoptosome, primary screen, biochemical, DEVD-Rh110 fluorescence, uHTS; AID 489030, 2010; 0.71% of 330,000 active; Apoptotic protease-activating factor 1 (Homo sapiens), O14727; reconstituted apoptosome caspase-3 activity; inhibition, % at 20 µM; active = inhibition of at least 40% at 20 µM;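 note: plate controls were DMSO wells for no effect and DEVD-CHO caspase inhibitor wells for full effect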
Target sequence (O14727 whole entry, looked up): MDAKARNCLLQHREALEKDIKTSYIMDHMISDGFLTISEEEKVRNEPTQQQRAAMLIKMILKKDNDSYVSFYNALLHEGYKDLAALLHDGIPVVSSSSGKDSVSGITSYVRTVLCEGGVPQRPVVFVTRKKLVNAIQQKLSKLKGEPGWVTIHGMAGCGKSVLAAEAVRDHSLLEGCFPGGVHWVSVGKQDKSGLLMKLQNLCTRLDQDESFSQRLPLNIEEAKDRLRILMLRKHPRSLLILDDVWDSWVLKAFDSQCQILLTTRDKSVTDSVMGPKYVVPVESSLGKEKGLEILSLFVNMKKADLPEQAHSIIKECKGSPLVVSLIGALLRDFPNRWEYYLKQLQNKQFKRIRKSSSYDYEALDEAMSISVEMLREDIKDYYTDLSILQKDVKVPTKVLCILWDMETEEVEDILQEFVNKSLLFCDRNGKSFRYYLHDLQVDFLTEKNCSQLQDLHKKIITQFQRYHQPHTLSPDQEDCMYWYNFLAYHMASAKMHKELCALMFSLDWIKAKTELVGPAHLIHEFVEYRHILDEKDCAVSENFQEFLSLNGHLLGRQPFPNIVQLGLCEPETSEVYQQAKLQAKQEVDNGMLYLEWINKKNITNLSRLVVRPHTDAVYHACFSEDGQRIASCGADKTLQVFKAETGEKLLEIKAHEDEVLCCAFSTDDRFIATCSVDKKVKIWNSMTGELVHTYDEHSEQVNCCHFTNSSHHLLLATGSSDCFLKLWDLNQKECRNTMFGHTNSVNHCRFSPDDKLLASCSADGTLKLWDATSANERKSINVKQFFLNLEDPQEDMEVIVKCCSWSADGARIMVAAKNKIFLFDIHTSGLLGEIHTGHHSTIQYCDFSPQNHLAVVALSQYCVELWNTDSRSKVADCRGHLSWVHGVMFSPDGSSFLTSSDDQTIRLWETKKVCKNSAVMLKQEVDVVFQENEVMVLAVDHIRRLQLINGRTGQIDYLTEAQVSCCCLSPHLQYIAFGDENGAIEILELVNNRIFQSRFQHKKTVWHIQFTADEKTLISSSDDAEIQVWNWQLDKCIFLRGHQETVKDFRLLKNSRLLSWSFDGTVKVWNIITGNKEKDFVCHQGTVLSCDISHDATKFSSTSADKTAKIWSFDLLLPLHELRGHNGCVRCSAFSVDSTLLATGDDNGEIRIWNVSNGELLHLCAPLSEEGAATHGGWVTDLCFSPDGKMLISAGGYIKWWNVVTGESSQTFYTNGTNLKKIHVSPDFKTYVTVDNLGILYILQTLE
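Material: cell-free apoptosome with Apaf-1, procaspase-3 and caspase-9; Buffer or medium: Hepes pH 7.5 with detergent and BSA; Reagent: cytochrome c trigger plus (Z-DEVD)2-Rh110 caspase-3 substrate; Times: compound with Apaf-1, dATP, procaspase-3 30 min, then 50 min reaction, room temperature; Technique: Rh110 fluorescence intensity.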
SENP7 block – SENP7 protease inhibitors, primary screen, biochemical, luminescence, uHTS | Sentrin-specific protease 7 (Homo sapiens), Q9BQF6 | recombinant SENP7, Z-RLRGG-aminoluciferin luminescence, 40 min | inhibition, % at 5 µM | 1.5% of 330,000 active | AID 434973, 2010;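 active = inhibition above about 50% at the single test dose, limit read from the data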;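 note: plate controls were DMSO with enzyme for no effect and no enzyme buffer wells for full effect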
SENP1 FRET inh – human SENP1 catalytic domain inhibitors, primary screen, biochemical, FRET, uHTS. Sentrin-specific protease 1 (Homo sapiens), Q9P0U3. recombinant SENP1 catalytic domain, CyPet-SUMO1-YPet FRET cleavage. inhibition, % at 10 µM. 0.21% of 360,000 active;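 active = inhibition at least 30% at 10 µM, raw YFP signal under a set limit, fluorescence ratio 0.5 to 1.5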;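 note: 0% = enzyme with DMSO and 100% = no enzyme wells; some results filed as inactive read as strong as hits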
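system = hSENP1 catalytic domain, recombinant | reagent = SFCypet-SUMO1-SFYpet substrate at 25 nM | doses = one dose per compound, 10 µM, 0.5% DMSO | incubation = enzyme reaction for 50 min at room temperature, dark | measured by = FRET, CFP and YFP emission | controls = no-enzyme low, enzyme-DMSO high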
* marks the source's active call; other numbers are inactive results; i = inactive; . = not tested or not shown. Compounds as they come; 3.6% or so of the library scored in one or more.

SMILES	SENP6 inh	HKDC1 inhibitor	SENP8 block-1	SENP8 block-2	PfG6PD inh	Apaf-1 inh	SENP7 block	SENP1 FRET inh
Cc1ccc(CNC(=O)CN(C)S(=O)(=O)c2ccc3c(c2)n(C)c(=O)c(=O)n3C)cc1	-12.8	-2.0	-61.6	-4.0	-2.7	-0.9	8.6	1.1
CC12CC3CC(C)(C1)CC(C(O)CN1CCOCC1)(C3)C2 (configuration not stated)	-0.3	4.2	13.6	-16.8	3.4	6.8	10.8	0.6
Cc1ccc(C(=O)N2CCN(C)CC2)cc1S(=O)(=O)N1CCOCC1	-13.9	-5.5	4.4	-4.3	-13.9	6.1	-2.6	-0.2
CCOC(=O)Nc1ccc2c(c1)Sc1ccccc1N2C(=O)CCN1CCOCC1	-21.5	-2.6	22.8	-11.2	-4.1	17.9	-11.6	0.7
CC(C)C(=O)NC(c1ccccc1Cl)c1c(O)ccc2ccccc12 (configuration not stated)	-7.8	-5.0	-24.0	-16.0	-12.0	-4.1	-10.1	3.1
Cc1cccc(NC(=O)CSc2nc(NS(=O)(=O)c3ccccc3)cc(=O)[nH]2)c1	-7.7	1.1	4.3	-7.7	2.2	1.4	-1.6	-0.3
COC(=O)C(CC(=O)c1ccc(Br)cc1)n1nc(C)cc1C (configuration not stated)	-11.9	0.1	10.3	-5.8	25.1	-1.0	-11.3	0.1
COc1ccc(C2=Nc3cc(C)ccc3OC2)cc1	81.7*	-2.5	i	67.5*	38.0	3.2	37.2	-21.2
Cn1c(N)c(C(=O)COC(=O)C23CC4CC(CC(C4)C2)C3)c(=O)n(C)c1=O	1.2	7.8	12.0	-0.3	-1.7	14.0	-1.0	-11.7
COc1ccc(/C=N/NC(N)=S)cc1OC(=O)c1cccc2ccccc12	5.1	3.6	22.1	5.5	11.8	25.4	6.0	0.1
CCC(=O)c1ccc(N2CCC(C)CC2)c(F)c1	4.0	-1.2	-25.6	5.3	4.3	9.3	7.2	1.5
Cc1ccccc1-n1nc(SCC(=O)O)sc1=S	-3.1	-1.9	-1.6	6.7	-33.0	-14.0	2.4	2.4
O=C(NCCN1CCCCC1)c1c(O)c2ccccc2[nH]c1=O	14.4	-5.4	-0.7	-3.5	16.7	8.3	6.0	-2.0
COC(=O)c1ccc(NC(=S)N2CCN(C(=O)c3ccco3)CC2)cc1	14.5	-3.6	7.1	2.9	17.6	-0.5	-0.5	1.7
CCOC(=O)c1ccc(NC(=O)CN2CCN(c3ccccc3)CC2)cc1	-7.7	0.1	28.6	-2.2	-31.0	0.7	-4.2	1.2

For convenience, four of the compounds above.
SMILES	SENP6 inh	HKDC1 inhibitor	SENP8 block-1	SENP8 block-2	PfG6PD inh	Apaf-1 inh	SENP7 block	SENP1 FRET inh
COc1ccc(/C=N/NC(N)=S)cc1OC(=O)c1cccc2ccccc12	5.1	3.6	22.1	5.5	11.8	25.4	6.0	0.1
CCC(=O)c1ccc(N2CCC(C)CC2)c(F)c1	4.0	-1.2	-25.6	5.3	4.3	9.3	7.2	1.5
Cc1ccccc1-n1nc(SCC(=O)O)sc1=S	-3.1	-1.9	-1.6	6.7	-33.0	-14.0	2.4	2.4
O=C(NCCN1CCCCC1)c1c(O)c2ccccc2[nH]c1=O	14.4	-5.4	-0.7	-3.5	16.7	8.3	6.0	-2.0

Some of the entries above, reformatted.
SMILES | SENP6 inh | HKDC1 inhibitor | SENP8 block-1 | SENP8 block-2 | PfG6PD inh | Apaf-1 inh | SENP7 block | SENP1 FRET inh
Cn1c(N)c(C(=O)COC(=O)C23CC4CC(CC(C4)C2)C3)c(=O)n(C)c1=O | 1.2 | 7.8 | 12.0 | -0.3 | -1.7 | 14.0 | -1.0 | -11.7
O=C(NCCN1CCCCC1)c1c(O)c2ccccc2[nH]c1=O | 14.4 | -5.4 | -0.7 | -3.5 | 16.7 | 8.3 | 6.0 | -2.0
CCOC(=O)c1ccc(NC(=O)CN2CCN(c3ccccc3)CC2)cc1 | -7.7 | 0.1 | 28.6 | -2.2 | -31.0 | 0.7 | -4.2 | 1.2

(continued)
SMILES	SENP6 inh	HKDC1 inhibitor	SENP8 block-1	SENP8 block-2	PfG6PD inh	Apaf-1 inh	SENP7 block	SENP1 FRET inh
CCCCN1C(=O)C(=O)N(CC(=O)Nc2ccccc2C(C)=O)C1=O	-12.9	-5.0	2.9	-0.2	-7.4	-7.9	0.4	1.2
COc1cc(CN2CCC(C(=O)N3CCN(c4ccccc4F)CC3)CC2)ccc1O	-18.6	16.4	11.6	2.5	-8.5	1.8	-1.5	2.0
Nc1[nH][nH]c(=O)c1N=Nc1ccccc1	.	-6.4	26.0	.	9.2	.	.	3.4
CC1(C)CC(=O)C(C=Nc2ccc(O)c(N=CC3=C(O)CC(C)(C)CC3=O)c2)=C(O)C1	-4.9	2.0	-427.4	-3.2	25.9	46.8*	4.6	-53.6
COc1ccc(C2=NN(CN3C(=O)C(=O)c4ccccc43)C(c3ccc(OC)cc3)C2)cc1 (configuration not stated)	-1.0	-2.8	-17.0	-11.4	-7.0	23.6	10.1	-8.6
C=CCN(C(=O)c1csnn1)C(C(=O)NC1CCCCC1)c1ccc(Cl)cc1 (configuration not stated)	-16.4	-0.6	6.1	-6.7	-13.7	7.9	4.9	0.2
CCN(CC)C(=O)c1cn(CC)c(=O)c2cc(OC)c(OC)cc12	5.9	3.6	-2.8	-2.7	-0.9	1.7	-3.1	-3.2
Cc1cc(S(=O)(=O)N2CCCC2)ccc1OCC(=O)N1CCOCC1	10.9	17.3	13.3	-2.6	-0.5	-9.0	1.9	1.4
Cc1ccc(SCC(=O)NC2CC3CCC(C2)N3C)cc1 (configuration not stated)	0.6	1.4	4.0	-10.3	11.7	-12.6	16.6	-0.8
COc1ccc(OC)c(NC(=O)COc2ccc3c(c2)CCC3)c1	-7.9	7.3	16.5	-3.0	14.1	20.9	-11.2	-4.6
CCCC1OC23CCCCC2C(C#N)(C(=N)O3)C1(C#N)C#N (configuration not stated)	-6.8	-2.6	-271.6	4.7	12.2	0.6	-3.4	-22.2
CCCCSc1nc2c(cc1C#N)CCC2	0.4	-0.3	7.3	5.1	6.1	-4.8	1.2	-0.9
CCOC(=O)C1CCCN(S(=O)(=O)c2ccc(OC)cc2)C1 (configuration not stated)	-19.9	-8.9	10.2	-9.9	8.7	1.0	-6.4	1.0
CCOC(=O)Cn1nc(C)cc1NC(=O)c1ccncc1	-22.7	4.4	5.2	0.3	2.9	-11.2	5.9	2.2
Cc1noc(C)c1-c1nc(CS(=O)(=O)c2ccc(F)cc2)no1	-13.4	-3.5	4.9	-6.6	-3.6	-9.7	-3.9	3.7
O=C1C(Nc2ccccc2)=C2CCCC=C2N1c1ccccc1	-7.9	-2.6	-27.5	0.4	7.7	-3.7	2.9	0.2
CC(=O)N1c2ccccc2C(=O)C1N(C)c1ccc(C)cc1 (configuration not stated)	3.5	4.7	-60.3	-2.1	27.4	9.5	-3.0	1.9
Cc1ccc(C(=O)N[C@H](C(=O)Nc2ccc(N3CCOCC3)cc2)C(C)C)cc1	-1.1	-4.6	1.9	4.0	6.3	3.7	0.3	1.6
COCCN(C(=O)COC(=O)c1cccnc1SC)c1c(N)n(Cc2ccccc2)c(=O)[nH]c1=O	1.0	-3.0	10.5	-4.3	9.7	2.3	6.0	0.1
COc1ccc(C(=O)O)cc1S(N)(=O)=O	-16.8	-3.7	13.2	-5.7	-10.9	0.3	0.1	1.8
CCOC(=O)C(=CNc1ccc(S(N)(=O)=O)cc1)C(=O)OCC	6.5	0.1	8.2	-4.0	-9.2	-20.2	-4.2	0.0
CCCn1c(SCC(=O)Nc2ccc(OCC)cc2)nnc1C(C)C	-8.8	-1.7	12.3	-4.6	-0.9	3.1	-5.4	3.7
COCCCNC(=O)c1cn(CCOC)c(=O)c2c1c1ccccc1n2C	10.1	-1.7	-284.2	1.7	2.0	4.4	8.3	0.7
Brc1ccc(-c2noc(CCc3ccccc3)n2)o1	-0.2	-2.2	-2.2	-14.6	8.6	1.6	-8.7	0.0
Cc1nc(N2CCN(c3ccccn3)CC2)c2c(C)c(C(=O)N3CCN(c4cccc(Cl)c4)CC3)sc2n1	-18.9	4.0	6.4	-6.8	10.3	36.4	-2.2	0.5
CC(=O)c1ccc(NC(=O)CN(C)CC(=O)Nc2cccc(F)c2)cc1	-1.4	-1.0	-2.7	-9.9	-3.1	-7.1	-3.5	1.4
CCCOc1ccc(Oc2ccc(S(=O)(=O)N3CCN(C)CC3)cn2)cc1	-10.9	-2.9	9.0	-4.9	-6.0	7.1	-0.9	-2.5
O=C(NCCN1CCOCC1)C1CCN(c2ncnc3c2sc2cccc(F)c23)CC1	5.0	3.8	-308.7	-2.3	6.4	16.1	2.9	-4.4
Cc1nn(C(C)C(=O)NCCCN(Cc2ccccc2)C(C)C)c(=O)c2c1sc1ccccc12 (configuration not stated)	-5.8	-3.8	-12.1	-1.4	-1.0	10.9	-4.8	-0.1
CCN(CC)CCCNC(=O)C1c2cc(OC)c(OC)cc2C(=O)N(C)C1c1cccnc1 (configuration not stated)	-12.4	-5.9	9.0	-10.0	-13.1	-0.3	0.0	2.1
COc1ccc(CCNC(=O)COC(=O)/C=C/c2ccc(OC)cc2OC)cc1	-20.3	-4.3	-35.0	-17.9	9.9	15.6	-6.6	1.2
COc1ccc(CC(=O)Nc2cc(S(=O)(=O)Nc3ccc(OC)cc3)ccc2OC)cc1	-12.9	-2.6	0.2	-17.8	0.7	9.1	-31.3	0.5
CC1(C)C(=O)C2(CCCCC2)C(=O)OC1c1cccs1 (configuration not stated)	-26.7	-3.3	9.8	-1.0	-6.2	25.1	8.5	-0.9
Cc1c(Cl)cnc(NC(=O)COC(=O)CCC(=O)c2cccs2)c1Cl	.	-7.1	-0.5	.	3.2	.	.	-0.1
COc1ccccc1/C=C/C(=O)NCC(=O)N/N=C/c1ccc(C(=O)O)cc1	-11.9	-1.3	-97.0	1.4	19.0	3.7	-5.1	-1.1
Cc1cc(=O)oc2c3c(cc(OCC(=O)N[C@@H](CC(C)C)C(=O)O)c12)OC(C)(C)CC3	5.6	5.9	-282.1	-3.4	3.9	8.7	-7.4	1.4
COc1ccc2c(c1OC)C(=O)OC2Nc1ncc(Br)cc1Br (configuration not stated)	1.7	4.9	14.4	7.2	-0.6	-15.3	2.3	-1.4
COc1ccccc1/C=N/NC(=O)CNC(=O)c1ccc(S(=O)(=O)N(C)C)cc1	-10.2	-6.7	19.0	-8.2	6.3	-11.5	0.4	2.0
CCOC(=O)C1=CNS(=O)(=O)NC1c1ccc(OC(C)=O)cc1 (configuration not stated)	.	-9.8	-147.8	.	-5.2	7.1	9.4	-5.3
